Assay outcomes (PubChem)
MOR-DOR inv ag = inverse agonists of human mu-delta opioid receptor heterodimerization; AID 504357; hit rate 0.21% among 340,000; cell-based MOR-DOR heterodimer luminescence, inverse agonism; inhibition, % at 9.3 µM; P35372+P41143; in the data active means inhibition above about 22%, passing the limit was not always enough;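 further: 0% = cells with DMSO and 100% = wells without cells with DMSO; values of inactives mirror those of a sister screen read the other way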
HTR5A inv ctr = HTR5A inverse agonism, opioid heterodimer counter-screen; inhibition, % at 9.3 µM; HTR5A cell line, luminescence; P47898; hit rate 0.083% among 340,000; in the data active means inhibition mostly above about 23%, no sharp cut-off; inactive means mostly below about 18%;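 further: 0% = cells with DMSO and 100% = no-cell wells with DMSO; some compounds called inactive have numbers as strong as hits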
Target sequence (P47898 whole entry, looked up): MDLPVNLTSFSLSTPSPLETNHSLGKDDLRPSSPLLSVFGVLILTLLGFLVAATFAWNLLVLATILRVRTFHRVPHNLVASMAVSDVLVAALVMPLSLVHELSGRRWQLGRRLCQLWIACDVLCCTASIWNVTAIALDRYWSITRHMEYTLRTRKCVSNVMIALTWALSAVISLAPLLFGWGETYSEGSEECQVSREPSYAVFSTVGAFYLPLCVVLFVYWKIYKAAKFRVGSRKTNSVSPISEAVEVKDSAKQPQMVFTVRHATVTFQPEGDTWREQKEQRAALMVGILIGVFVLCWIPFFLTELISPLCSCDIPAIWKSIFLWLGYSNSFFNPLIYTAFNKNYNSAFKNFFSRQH
OPRM1-OPRD1 ag = OPRM1-OPRD1 heterodimerization agonism | cells, luminescence | AID 504326 | activation, % at 9.3 µM | hit rate 0.3% among 340,000 | P35372+P41143; in the data active means activation above about 18%;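 further: 0% = vehicle-treated cells and 100% = reference agonist; values of inactives mirror those of a sister screen read the other way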
cardiac RTF act = increases calcium sensitivity of human cardiac regulated thin filaments. hit rate 0.24% among 340,000. IANBD-labeled TnC RTF fluorescence at EC20 calcium; 0% EC20 calcium, 100% full calcium. activation, % at 7.2 µM. P19429+P45379;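 active means activation above the mean over all tested compounds plus 3 SD, cut at about 30% in these data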;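 further: rise in fluorescence read as greater calcium sensitivity of cardiac thin filaments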
LANA DNA inh = inhibitors of KSHV LANA C-terminal domain DNA binding. MBP-C-LANA/FAM-LBS DNA binding, fluorescence polarization. inhibition, % at 9 µM. hit rate 0.078% among 340,000;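 active means highest replicate inhibition at or above 60% at 9 µM, even if other replicates fall short; inactive means all replicates below 60% inhibition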;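 further: 0% = neutral control wells and 100% = 4 µM acridine orange control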
V-ATPase pHluor = alters yeast V-ATPase proton transport | S. cerevisiae, pHLuorin cytosolic pH fluorescence | response, % at 10 µM | hit rate 0.37% among 350,000; in the data active means response mostly above about 7.3%, no sharp cut-off; inactive means mostly below about 5.4%; further: actives read high; inactives centre near 0; some compounds called inactive have numbers as strong as hits; reference of the scale not given here
CAL-PDZ inh HTS = CAL PDZ (human) peptide binding inhibition. inhibition, % at 24.9 µM. AID 602252. hit rate 0.92% among 300,000. Q9HD26. purified CAL PDZ, TMR-peptide fluorescence polarization, 1 h;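 active means mean inhibition of at least 30% with at least half of replicates also reaching 30%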;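 further: 0% = DMSO neutral control and 100% = excess unlabeled competitor peptide PRC23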
Keap1-Nrf2 PPI = Keap1-Nrf2 (human) interaction inhibition | Q14145 | Keap1 Kelch-Nrf2 peptide fluorescence polarization, 1536-well | inhibition, % at 9.4 µM | hit rate 0.15% among 340,000 | AID 504523; in the data active means inhibition above about 12%;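 further: human Keap1 Kelch domain with fluorescein labeled Nrf2 9mer peptide probe; 0% = neutral control wells and 100% = peptide positive control; higher means more block of Keap1 binding to Nrf2 peptide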
Target sequence (Q14145 whole entry, looked up, the tested form may be a part): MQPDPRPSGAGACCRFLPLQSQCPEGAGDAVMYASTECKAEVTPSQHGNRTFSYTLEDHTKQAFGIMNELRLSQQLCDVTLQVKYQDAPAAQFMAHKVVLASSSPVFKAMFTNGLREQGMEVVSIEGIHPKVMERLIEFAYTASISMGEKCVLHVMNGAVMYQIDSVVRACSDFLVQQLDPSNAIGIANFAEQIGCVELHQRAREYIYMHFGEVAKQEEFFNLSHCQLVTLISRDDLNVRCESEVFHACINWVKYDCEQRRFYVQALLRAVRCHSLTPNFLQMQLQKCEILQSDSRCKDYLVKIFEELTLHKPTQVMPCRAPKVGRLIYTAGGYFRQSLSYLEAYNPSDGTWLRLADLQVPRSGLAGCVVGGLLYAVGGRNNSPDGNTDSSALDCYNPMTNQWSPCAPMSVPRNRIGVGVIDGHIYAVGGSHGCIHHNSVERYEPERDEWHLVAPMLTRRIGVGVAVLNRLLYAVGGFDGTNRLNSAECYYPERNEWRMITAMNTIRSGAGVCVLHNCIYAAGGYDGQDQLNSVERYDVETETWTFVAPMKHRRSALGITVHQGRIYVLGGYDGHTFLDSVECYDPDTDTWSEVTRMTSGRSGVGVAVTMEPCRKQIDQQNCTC
HTR5A ag ctr = activates human HTR5A in OPRM1-OPRD1 agonist counter-screen. P47898. HTR5A agonist assay, luminescence, cell-based. activation, % at 9.3 µM. hit rate 0.61% among 340,000. AID 504692; in the data active means activation mostly above about 9.5%, no sharp cut-off; inactive means mostly below about 7.6%;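 further: 0% = cells with vehicle only and 100% = reference agonist; strong numbers were not always called active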
RTF Ca sens inh = cardiac RTF calcium desensitization; P19429+P45379; IANBD-labeled cardiac RTF, Ca2+ fluorescence; inhibition, % at 7.15 µM; hit rate 0.12% among 340,000; AID 493244;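 active means inhibition above the mean inhibition of all tested compounds plus 3 SD, cut at about 17% in these data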;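 further: assay run at fixed EC70 calcium of 1.6 mM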
Numbers without * were called inactive; / = not tested or not shown. Compounds as they come; any-hit rate near 2.8%.

nr	canonical_smiles	MOR-DOR inv ag	HTR5A inv ctr	OPRM1-OPRD1 ag	cardiac RTF act	LANA DNA inh	V-ATPase pHluor	CAL-PDZ inh HTS	Keap1-Nrf2 PPI	HTR5A ag ctr	RTF Ca sens inh
1	COc1ccc(CCn2c(=N)c(C(=O)NCc3ccco3)cc3c(=O)n4cccc(C)c4nc32)cc1	18	-3	-3.4	-1	-1.5	-4	0	-3	1	5
2	O=C1CCC/C1=C\c1ccccc1	6	-3	-1.1	4	-1.0	2	-6	-4	-1	3
3	NC(=S)N=Nc1ccc(NN=C(N)N)cc1	-24	10	4.4	-3	-11	-3	0	-3	-3	10
4	CCOc1ccc(NC(=S)NCCCn2ccnc2)cc1	12	-11	-1.9	-5	-2.1	-3	0	-4	-1	-27
5	O=C(Nc1ccc(N2CCN(C(=O)c3cccs3)CC2)cc1)c1ccc([N+](=O)[O-])o1	-12	0	2.0	0	3.3	2	-4	3	0	-3
6	Cc1cnc(C(=O)OC(C)C(=O)c2c(C)[nH]c3ccccc23)cn1 (configuration not stated)	16	10	-3.3	5	1.0	-2	-4	0	-1	-14
7	Cc1cc2c(C)cc(=O)[nH]c2cc1NC(=O)CCl	-1	7	0.3	-3	-0.3	2	-2	-3	-3	-7
8	Cc1ccc(OCC2Cn3c(nc4c3c(=O)[nH]c(=O)n4C)O2)cc1 (configuration not stated)	15	11	-2.8	2	1.9	1	-2	2	1	-6
9	c1ccc2c(NCC3CCCO3)nc(N3CCOCC3)nc2c1 (configuration not stated)	5	-11	-0.9	2	-3.8	5	2	3	4	-3
10	CN(C(=O)C(Cl)Cl)c1ccc(OC(=O)c2ccco2)cc1	8	9	-1.4	2	1.4	3	/	-1	-4	-6
11	O=C(Nc1nc2ccccc2[nH]1)Nc1ccccc1F	-19	-7	3.7	-2	-0.9	1	-4	-5	3	1
12	COc1cc(=O)[nH]c(SCc2c(F)c(F)c(F)c(F)c2F)n1	9	-1	-1.8	2	-0.8	0	/	-2	-2	3
13	CCOC(=O)c1oc2ccccc2c1COC(=O)CNC(=O)c1ccco1	9	-1	-1.7	1	1.7	5	-4	-3	3	-11
14	CC(Sc1nc(C2CC2)n(-c2ccccc2)n1)C(=O)c1c(N)n(C)c(=O)n(C)c1=O (configuration not stated)	7	13	-1.3	3	1.4	1	-2	-8	-4	1
15	Cc1ccc(NC(=O)c2ccc(CSc3nnc(-c4ccncc4)n3C)cc2)cc1	18	0	-3.7	-1	-0.6	2	-3	-2	0	-7
16	CN(CC(O)Cn1c2ccccc2c2ccccc21)S(C)(=O)=O (configuration not stated)	0	14	-0.1	-3	-1.2	2	0	-6	-5	-10
17	COc1ccc(OCC(O)CN2CCC(CN3C(=O)c4cccc5cccc(c45)C3=O)CC2)cc1 (configuration not stated)	-11	-12	2.0	3	-18	5	0	0	4	-1
18	COc1ccc(N(C)S(=O)(=O)c2cccc(C(=O)NC3CCCCCC3)c2)cc1	-32	-11	6.1	-3	-1.0	0	5	0	4	8
19	CNc1nc2c(C)cccn2c(=O)c1C=Nc1ccc(OC)cc1	0	-6	-0.1	-2	-0.7	2	5	-3	2	-1
20	CCOC(=O)C1=C(C)NC(=O)NC1c1ccsc1 (configuration not stated)	4	-3	-0.6	0	0.7	-1	-3	1	-6	-5
21	C#CCOCCOCCOCCNc1nc(N2CCN(C(=O)[C@H](C(C)C)n3cc(CCO)nn3)CC2)nc(N2CCN(C(=O)[C@H](Cc3ccc(O)cc3)n3cc(CCO)nn3)CC2)n1	5	15	-1.0	1	-0.7	0	-3	-4	7	5
22	c1ccc(-c2csc(N3CCSCC3)n2)cc1	-53	-17	9.2	-1	4.1	4	-2	3	7	12
23	CC1CCCCC1NC(=O)Cn1c(=O)cnc2ccccc21 (configuration not stated)	-6	16	1.1	-4	-0.1	2	/	-1	-4	5
24	O=C(CN1CCCc2ccccc21)N/N=C/c1ccccc1	4	-8	-0.8	6	-1.6	0	-2	-5	1	-6
25	O=C(CN(c1ccccc1)S(=O)(=O)c1ccccc1[N+](=O)[O-])Nc1ccccc1C(=O)N1CCOCC1	2	-5	-0.3	8	2.2	1	-1	-3	2	3
26	O=C(NCc1ccc2c(c1)OCO2)c1ccc(CS(=O)(=O)c2ccc(Br)cc2)o1	-1	-1	0.2	1	-0.6	-2	/	-1	0	-10
27	CC1CCCN(c2nc(-c3cccnc3)nc3scc(-c4ccccc4)c23)C1 (configuration not stated)	-39	-13	7.2	-1	-0.5	-3	-2	-10	-2	-5
28	COc1ccc(C(=O)N2CCN(C(=O)Cc3ccccc3)CC2)cc1OC	4	5	-0.7	-1	1.2	2	-3	2	-1	-2
29	O=C(COC(=O)CNC(=O)c1ccccc1F)NCCNC(=O)COC(=O)CNC(=O)c1ccccc1F	14	-9	-2.1	-1	0.0	-4	6	3	-6	-4
30	COc1ccc(C2=NN(C(=O)CN3CCCCC3)C(c3ccc(C)cc3)C2)cc1 (configuration not stated)	8	3	-1.8	7	-3.8	-3	0	-9	-1	1

Some of the entries so far, screen by screen.
#19 CNc1nc2c(C)cccn2c(=O)c1C=Nc1ccc(OC)cc1
#25 O=C(CN(c1ccccc1)S(=O)(=O)c1ccccc1[N+](=O)[O-])Nc1ccccc1C(=O)N1CCOCC1
#26 O=C(NCc1ccc2c(c1)OCO2)c1ccc(CS(=O)(=O)c2ccc(Br)cc2)o1
#13 CCOC(=O)c1oc2ccccc2c1COC(=O)CNC(=O)c1ccco1
#12 COc1cc(=O)[nH]c(SCc2c(F)c(F)c(F)c(F)c2F)n1
#11 O=C(Nc1nc2ccccc2[nH]1)Nc1ccccc1F

Compound	19	25	26	13	12	11
MOR-DOR inv ag	0	2	-1	9	9	-19
HTR5A inv ctr	-6	-5	-1	-1	-1	-7
OPRM1-OPRD1 ag	-0.1	-0.3	0.2	-1.7	-1.8	3.7
cardiac RTF act	-2	8	1	1	2	-2
LANA DNA inh	-0.7	2.2	-0.6	1.7	-0.8	-0.9
V-ATPase pHluor	2	1	-2	5	0	1
CAL-PDZ inh HTS	5	-1	/	-4	/	-4
Keap1-Nrf2 PPI	-3	-3	-1	-3	-2	-5
HTR5A ag ctr	2	2	0	3	-2	3
RTF Ca sens inh	-1	3	-10	-11	3	1

New compounds follow.
nr	canonical_smiles	MOR-DOR inv ag	HTR5A inv ctr	OPRM1-OPRD1 ag	cardiac RTF act	LANA DNA inh	V-ATPase pHluor	CAL-PDZ inh HTS	Keap1-Nrf2 PPI	HTR5A ag ctr	RTF Ca sens inh
31	Cc1ccccc1OCC(=O)NCCNC(=O)c1cccnc1	4	-1	-0.8	-4	4.3	-2	-5	1	0	-5
32	COc1ccc(C(=O)C2CCCN(S(=O)(=O)c3ccc(C(C)=O)cc3)C2)c(C)c1 (configuration not stated)	0	5	0.0	-4	-0.4	1	-8	-5	-3	-4
33	O=C1NC(=O)/C(=C\c2ccc(O)cc2O)S1	5	14	-0.9	-1	35	0	52*	-1	3	9
34	CCCCOc1nc2ccccc2nc1NS(=O)(=O)c1ccc(F)cc1	16	-2	-3.4	-4	1.5	1	-5	-5	1	0
35	Cn1c(SCc2cc(=O)[nH]c3ccccc23)nnc1-c1ccc(Br)cc1	12	-12	-1.9	0	0.3	-4	-5	5	8	2
36	CC1=CC2=NC(=O)/C(=C\c3cccn3CCOc3cc(C)cc(C)c3)C(=N)N2O1	2	2	-0.3	-9	0.4	-10	/	-5	1	-2
37	Cc1ccc(-c2cc3onc(-c4ccccc4)c3c(=O)n2C)cc1	-30	-3	5.2	2	-0.5	2	-8	0	1	-8
38	CCCCN1C(=O)C(CC(=O)NCC)SC1=Nc1ccccc1 (configuration not stated)	-26	-17	4.2	-1	0.5	-4	9	-1	6	7
39	CNC(=O)c1c(O)c2cccc3c2n(c1=O)CCC3	-11	-26	2.0	-1	-3.1	-2	1	1	1	-4
40	O=C(NCc1ccc(F)cc1)c1cc(S(=O)(=O)N2CCCCC2)ccc1N1CCOCC1	6	-14	-1.3	5	-0.4	0	-4	-4	5	-6
41	CC1Oc2ccccc2N(CC(=O)N2CCCCCC2)C1=O (configuration not stated)	-2	8	0.3	-4	-0.6	0	-1	1	2	2
42	CCCCOC(=O)CN1C(=O)c2ccc(C(=O)OCCCC)cc2C1=O	-21	-3	3.7	-2	-1.0	1	-1	-6	1	-4
43	CCn1cc(S(=O)(=O)CC(=O)Nc2ccc(OC)cc2)c2ccccc21	0	15	0.1	-4	0.8	16*	0	1	-5	-7
44	Cc1ccccc1OCC(=O)N/N=C/c1cn(C)c2ccccc12	-25	-4	5.1	2	-0.2	1	-1	-1	1	-3
45	C=C(C)C(=O)Nc1cccc(C2=NOC3(C2)C[C@@H](C(N)=O)N(C(=O)c2cc([N+](=O)[O-])cc([N+](=O)[O-])c2C)C3)c1 (some centres not stated)	-17	-1	3.6	-4	4.8	-3	-1	-6	-3	0
46	COC(=O)c1cc(S(=O)(=O)Nc2ccsc2C(=O)OC)oc1C	3	11	-0.7	9	-0.4	0	33*	-2	-1	1
47	CS(=O)(=O)c1ccccc1-c1nc(-c2ccc([N+](=O)[O-])cc2)no1	-8	10	1.4	2	-1.6	1	0	-1	-4	-7
48	CCS(=O)(=O)N1CCCC(C(=O)N2CCc3ccccc3C2)C1 (configuration not stated)	16	3	-3.2	6	-0.9	0	0	-2	-1	4
49	COc1ccc(-c2c(C#N)c(N)nc3c2c(=O)n(C)c(=O)n3C)cc1Cl	13	2	-2.3	4	0.5	-86	-2	-3	-1	-8
50	O=c1c2ccccc2ncn1Cc1cccc2ccccc12	3	13	-0.4	-5	-0.3	0	-4	-2	-5	-5
51	CCOC(=O)c1ccccc1Cc1nc2ccccc2c(=O)[nH]1	3	1	-0.5	3	-0.3	0	-1	-3	0	-1
52	CN1CCN(C(=O)c2cn(-c3ccccc3)nc2-c2cccs2)CC1	15	-5	-2.3	-1	-0.2	0	1	-2	2	0
